Compound activity: PubChem BioAssay, several laboratories
ssDAF12 agonist: activates DAF-12 receptor from parasite S. stercoralis | HEK293 ssDAF-12/GRIP1 lit1-tk-luc reporter, luminescence; % of 3 µM dafachronic acid response | activation, % at 6.8 µM | actives 1% (n = 370,000);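 active means activation above the mean over all tested compounds plus 3 SD, cut at about 0.9% in these data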;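 further: 0% = DMSO-only wells and 100% = 3 µM delta7-dafachronic acid wells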
ADAM17 inh: inhibits human ADAM17 | recombinant ADAM17, EDANS/DABCYL FRET peptide cleavage | actives 0.83% (n = 370,000) | inhibition, % at 6.95 µM | P78536;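 active means inhibition above the mean of compounds lying between control limits plus 3 SD, set per campaign, cut at about 8.5% in these data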;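 further: 0% = DMSO-only wells as the low control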
PLC-beta3 inh: inhibitors of human phospholipase C beta3. AID 720704. inhibition, % at 12.2 µM. Q01970. Purified PLC-beta3, fluorogenic substrate, fluorescence. actives 0.18% (n = 370,000); in the data active means inhibition above about 11%;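 further: 0% = median of compound wells on plate and 100% = full blocker control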
DAX1 inh-1: inhibitors of human orphan nuclear receptor DAX1 (NR0B1) | P51843 | HEK293 Gal4-DAX1 luciferase reporter, luminescence | inhibition, % at 6.75 µM | actives 0.99% (n = 340,000) | AID 504766;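 active means inhibition above the mean over all tested compounds plus 3 SD, cut at about 4.2% in these data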;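 further: 0% = DAX1-transfected cells with DMSO and 100% = empty-vector control cells with DMSO; inhibition shows as a rise in luminescence from relieved DAX1 repression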
Target sequence (P51843 207-470 limits assumed): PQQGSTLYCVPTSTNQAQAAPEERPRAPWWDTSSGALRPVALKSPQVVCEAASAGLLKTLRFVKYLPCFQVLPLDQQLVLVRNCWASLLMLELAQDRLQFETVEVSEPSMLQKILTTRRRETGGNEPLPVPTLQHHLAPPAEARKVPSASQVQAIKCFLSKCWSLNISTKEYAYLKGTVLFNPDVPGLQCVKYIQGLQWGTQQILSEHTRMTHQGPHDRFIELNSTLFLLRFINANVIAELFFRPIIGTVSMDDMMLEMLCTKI
hcDAF-12 act: activates DAF-12 receptor from parasite H. contortus; HEK293 hcDAF-12 lit1-tk-luc reporter, luminescence; 0% DMSO, 100% Δ7-dafachronic acid; activation, % at 6.8 µM; actives 1.4% (n = 370,000); AID 652067;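 active means activation above the mean of all tested compounds plus 3 SD, cut at about 5.5% in these data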;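 further: 100% = response to 3 µM Δ7-dafachronic acid high control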
hgDAF-12 ag: hgDAF-12 agonism, primary luciferase screen | activation, % at 6.8 µM | HEK293 GAL4-hgDAF12 UAS-luciferase reporter, agonist luminescence; normalized to butyrate control | actives 1.8% (n = 370,000) | AID 687014;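 active means activation above a cutoff set at the mean of all screened compounds plus 3 SD, cut at about 10% in these data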;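 further: 0% = DMSO wells and 100% = sodium butyrate wells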
MBD2 inh: MBD2-methylated oligo binding inhibition; TR-FRET, MBD2 binding to methylated oligonucleotide; inhibition, % at 4.4 µM; Q9UBB5; actives 0.31% (n = 370,000); in the data active means inhibition above about 13%
Target sequence (Q9UBB5 whole entry, looked up): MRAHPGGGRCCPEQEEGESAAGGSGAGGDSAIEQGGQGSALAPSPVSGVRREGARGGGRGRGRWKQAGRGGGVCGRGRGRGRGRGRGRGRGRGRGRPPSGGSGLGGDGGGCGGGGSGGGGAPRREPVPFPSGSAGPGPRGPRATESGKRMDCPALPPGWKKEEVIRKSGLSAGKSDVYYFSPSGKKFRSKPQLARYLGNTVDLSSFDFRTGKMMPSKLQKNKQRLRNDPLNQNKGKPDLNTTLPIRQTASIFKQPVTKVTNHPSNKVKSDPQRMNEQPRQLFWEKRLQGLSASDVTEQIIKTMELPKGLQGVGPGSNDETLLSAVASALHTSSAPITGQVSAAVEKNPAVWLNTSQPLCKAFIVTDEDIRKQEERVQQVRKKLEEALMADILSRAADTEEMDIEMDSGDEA
PLCg1 inh: inhibitors of human phospholipase C gamma1; P19174; purified PLC-gamma1, fluorogenic substrate, fluorescence; inhibition, % at 12.2 µM; actives 0.84% (n = 370,000); AID 720700; in the data active means inhibition above about 9.5%
SMARCA2 activ: SMARCA2 function activation, primary screen; activation, % at 9.1 µM; MG213 cells, MMTV-luciferase reporter, dexamethasone, overnight; AID 652017; actives 1% (n = 370,000); in the data active means activation above about 7.8%;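 further: 0% = vehicle wells and 100% = reference activator wells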
NR1D1 modulator: modulates human Rev-erb alpha binding to DNA; P20393; Rev-erbα–FITC-DNA binding, fluorescence polarization, 90 min; activity, % at 10 µM; actives 0.79% (n = 370,000); AID 1259318;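 active means activity above about 14%, limit read from the data; passing the limit was not always enough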;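 further: 0% = DMSO wells with 35 nM protein and 100% = DMSO wells with 750 nM protein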
DAX1 inh-2: blocks DAX1 repression of SF-1 activated StAR promoter. HEK293T StAR-luciferase reporter, SF-1/DAX-1 repression relief. inhibition, % at 6.8 µM. actives 1.1% (n = 370,000). AID 652010;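 active means inhibition above the mean over all tested compounds plus 3 SD, cut at about 3.6% in these data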;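 further: 0% = DAX-1 cells with DMSO and 100% = cells lacking DAX-1 with DMSO; higher inhibition means more luminescence from relief of DAX-1 repression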
An asterisk follows results filed as active; i = inactive; x = not tested or not shown; & = joins results of further samples.

Start of the listing, in advance (2 entries):
SMILES	ssDAF12 agonist	ADAM17 inh	PLC-beta3 inh	DAX1 inh-1	hcDAF-12 act	hgDAF-12 ag	MBD2 inh	PLCg1 inh	SMARCA2 activ	NR1D1 modulator	DAX1 inh-2
COC(=O)c1c(NC(=O)CC2SC(N)=NC2=O)sc2c1CCC(C(C)(C)C)C2 (stereo unspecified)	-0.2	4	-5	-1.1	-1.6	1.8	12	4	-5	-14	0.1
COc1ccc(/C=C/C(=O)c2c(O)cc(OC)cc2OC)cc1	-1.1	2	4	x	-0.9	0.2	1	5	7	-5	-0.7

This part in full, from the start:
SMILES	ssDAF12 agonist	ADAM17 inh	PLC-beta3 inh	DAX1 inh-1	hcDAF-12 act	hgDAF-12 ag	MBD2 inh	PLCg1 inh	SMARCA2 activ	NR1D1 modulator	DAX1 inh-2
COC(=O)c1c(NC(=O)CC2SC(N)=NC2=O)sc2c1CCC(C(C)(C)C)C2 (stereo unspecified)	-0.2	4	-5	-1.1	-1.6	1.8	12	4	-5	-14	0.1
COc1ccc(/C=C/C(=O)c2c(O)cc(OC)cc2OC)cc1	-1.1	2	4	x	-0.9	0.2	1	5	7	-5	-0.7
CCN(CC)C(=O)c1sc2nc(-c3ccncc3)[nH]c(=O)c2c1C	-1.1	-30	-321	0.9	-0.4	2.0	-4	-252	0	-7	0.4
CC(=O)Oc1cccc(C(=O)Nc2cccc(C(=O)Nc3ccccc3C(=O)O)c2)c1	-1.3	-2	-9	-0.4	-0.9	-0.2	1	-2	-1	7	-0.4
CCC(C(=O)NCCCc1ccccc1)n1nc(C)c2c(C)n(-c3ccccc3)nc2c1=O (stereo unspecified)	-1.5	3	-6	-0.3	-2.5	-3.1	-7	0	-1	1	-0.1
CSCCC(NS(=O)(=O)c1ccc(C)cc1)C(=O)N1CCN(C(C)=O)CC1 (stereo unspecified)	-0.9	0	-5	-0.5	-0.4	-0.6	-2	2	-1	-1	-0.6
Cc1ccc(OCc2cc(C(=O)N3CCCCCCC3)no2)cc1C	-0.1	-3	-4	1.3	2.3	2.5	1	2	6	6	1.3
CCOC(=O)C1CCN(C(=O)CCc2ccc(S(=O)(=O)NC(C)C)cc2)CC1	-1.7	-2	0	-2.0	-1.0	1.7	1	3	3	-1	-0.1
COc1cc2c(cc1OC)C(COc1ccccc1OC)N(C(=O)c1ccco1)CC2 (stereo unspecified)	-2.4	-4	-8	-0.7	-0.7	-0.2	-1	-2	1	-1	-0.3
COCCCn1cnc2c(c1=O)c1nc3ccccc3nc1n2-c1ccc(C)cc1	-1.4	-5	-42	0.0	-0.4	-1.4	2	-30	1	4	0.0
O=C(CCCn1c(=O)oc2ccccc21)NNC(=O)COc1ccc(F)cc1	-0.8	-3	-4	-0.5	0.1	-2.6	-6	1	0	8	0.4
COc1ccccc1C(CC(=O)O)c1ccc2c(c1)OCO2 (stereo unspecified)	-0.5	-5	-11	1.9	1.7	-1.1	-3	0	0	-4	0.3
O=C(/C=C/Nc1ccccc1Oc1ccccc1)c1ccco1	0.2	-1	-36	-0.3	4.6	5.2	-1	-29	7.9*	-1	1.5
Cc1ccc(NC(=O)CSc2nc3sc(C)cc3c(=O)n2C)cc1	-1.1	-5	3	-0.6	-2.0	-1.5	-6	0	-3	0	-0.2
CCN(CC)CCSc1nc(O)c(-c2ccccc2)c(=O)[nH]1	-0.4	0	4	1.2	-0.3	1.0	0	4	-2	6	-0.2

Quoted from the listing.
Cc1ccc(OCc2cc(C(=O)N3CCCCCCC3)no2)cc1C | SMARCA2 activ = 6
O=C(/C=C/Nc1ccccc1Oc1ccccc1)c1ccco1 | hcDAF-12 act = 4.6

Next section.
SMILES	ssDAF12 agonist	ADAM17 inh	PLC-beta3 inh	DAX1 inh-1	hcDAF-12 act	hgDAF-12 ag	MBD2 inh	PLCg1 inh	SMARCA2 activ	NR1D1 modulator	DAX1 inh-2
Cc1ccc2nc(SCC(=O)Nc3c(C)n(C)n(-c4ccccc4)c3=O)[nH]c2c1	-1.3	-4	3	-1.0	-0.8	-2.4	2	1	-2	-2	1.4
Cc1cc(C(=O)NCc2ccco2)cs1	-1.4	2	-2	-0.6	-0.3	0.7	2	0	-1	5	0.3
Cc1ccc(S(=O)(=O)NCc2ccccc2)cc1C(=O)NCC1CCCO1 (stereo unspecified)	-0.6	-6	-5	0.2	-1.3	1.8	1	1	-1	2	-1.2
CC1=NN(c2cccc(F)c2)C(=O)/C1=C/c1ccc(N(C)C)cc1	-0.3	0	-1	0.8	0.7	2.1	-3	3	1	5	-0.2
Cc1ccc(Nc2nnc(SC(C)C(=O)NCC3CCCO3)s2)cc1 (stereo unspecified)	-1.3	-4	-4	-0.8	-1.3	3.8	-1	2	-2	3	0.1
COc1ccc(C(=O)NCC(=O)OCC(=O)c2ccc3c(c2)NC(=O)CO3)cc1	-0.7	-7	-5	0.8	0.3	0.0	1	0	1	2	0.4
CCCN(CCC)S(=O)(=O)c1ccc(C(=O)N2CCN(C)CC2)cc1	-0.4	1	-3	-2.1	-1.9	-1.0	-1	-1	1	1	-0.5
CCOC(=O)c1[nH]cnc1C(=O)Nc1cccc(Cl)c1	-1.1	0	5	-0.3	-2.0	-3.3	-6	3	-3	-4	-0.4
C/C(=N\OCC(=O)N/N=C/c1ccccc1)c1cccs1	-1.4	0	-7	-1.6	-0.3	1.2	0	-3	-1	9	-0.2
CC1(C(=O)NS(=O)(=O)C2CC2)CCN(C(=O)CSc2ccccc2)C1 (stereo unspecified)	-1.2	-4	-1	x	-0.6	0.3	2	2	1	-3	-0.2
COC(=O)Cc1cc(=O)n(-c2ccccc2)[nH]1	-1.6	3	-45	0.3	1.6	-0.7	-10	-28	0	-4	-0.2
CCOc1ccc(C(=O)n2cc(C(=O)OC)c3ccccc32)cc1	0.2	-2	-6	0.3	-0.6	4.6	-1	-1	-1	-4	-0.4
Cc1cc(C)cc(OCC(=O)OCCN2C(=O)c3ccccc3C2=O)c1	-1.1	-1	3	1.8	-0.9	-0.3	-3	1	1	13	0.9
COc1ccc(CCC(=O)NNC(=S)Nc2cccc(C(C)=O)c2)cc1	-1.1	1	1	-0.1	-0.1	-3.5	4	-4	3	2	0.1
CSCC[C@H](NC(=O)OC(C)(C)C)C(=O)NCC1CCC(C(=O)O)CC1 (stereo partly specified)	-1.8	-3	-1	2.4	-1.2	-3.6	-2	3	-2	0	-0.1
COc1ccc(C(=O)Nc2ccnc(-c3cccnc3)n2)cc1	-0.9	-3	-3	1.5	-1.1	-1.2	-1	-1	0	0	0.5
CCN(CC)CCn1c2ccccc2c2cnc(N)c(C#N)c21	0.3	-121	-174	2.9	2.6	8.0	16*	-119	47*	4	3.9*
Cc1c(C(=O)NCc2ccccc2CN2CCCC2)oc2c(F)cccc12	0.0	-2	-7	-0.2	1.8	8.4	-5	-2	1	3	0.3
COC(=O)CSc1nc(N)c(C#N)c(-c2ccc(O)cc2)c1C#N	-1.9	-3	-26	2.1	-2.0	0.0	-1	-18	-1	-5	-0.7
Cc1cccc(C)c1NC1=NC2(CCCCC2)N=C(N)N1	-1.0	-1	3	0.5	2.6	3.6	3	2	-2	-3	0.7
COc1ccc(N2CCN(S(=O)(=O)CCNC(=O)C3CC3)CC2)cc1	-0.4	-5	0	-0.2	-1.9	1.1	2	-2	0	-5	0.1
Cc1ccc(S(=O)(=O)N2CCOCC2)cc1NC(=O)COC(=O)c1cccnc1Cl	-2.0	2	3	-0.2	-0.7	0.5	-2	4	-1	0	0.8
O=C(NCCC1=CCCCC1)C1CCN(S(=O)(=O)N2CCOCC2)CC1	-1.2	2	3	-1.1	-1.3	-2.5	-1	4	-3	-1	-0.3
CC1CCC(NC(=O)N(CCCl)N=O)CC1 (stereo unspecified)	-0.5	0	2	0.1	1.3	5.9	-6	1	0	-5&-5	-0.8
COc1ccc(-c2cc(-c3ccc(OC)c(OC)c3)n[nH]2)c(O)c1	-0.5	5	0	2.2	1.6	7.1	0	-3	2	-4	3.6
Cc1cn([C@H]2C[C@H](O)[C@@H](CCC(=O)NCCCn3ccnc3)O2)c(=O)[nH]c1=O	-0.8	5	2	0.9	1.0	-0.6	-6	0	1	1	1.6
Cc1ccc(N2CCN(C(=O)c3ccccc3NC(=O)C3CC=CCC3C(=O)O)CC2)cc1 (stereo unspecified)	-0.5	-6	0	3.0	-0.3	-2.0	4	1	2	-3	-0.2
COc1cccc(C2SCC(=O)N2c2ccc(C)cc2)c1OC (stereo unspecified)	-1.3	1	1	0.6	-0.8	-2.2	-8	1	4	4	-0.5
Cc1cccc2sc(NC(=O)c3cccc(S(=O)(=O)N4CCc5ccccc54)c3)nc12	-0.3	-4	1	0.9	0.8	1.4	-1	0	-1	-3	0.3
CN1C(=O)/C(=C2\SC(=S)N(NC(=O)c3cccnc3)C2=O)c2ccccc21	0.9	-2	-14	0.0	3.9	1.2	0	-5	-1	4	0.1
C/C(CC(=O)Nc1ccc2c(c1)OCO2)=N\NC(=O)OC(C)(C)C	-0.8	-6	1	0.2	-0.3	6.9	2	3	4	-5	1.0
COc1ccc(/C=C2\CCCC3C2=NC(=S)NC3c2ccc(OC)cc2)cc1 (stereo unspecified)	-0.6	3	1	2.8	-0.7	-0.3	-3	2	2	-1	0.0
COc1ccc(C(=O)N/N=C/c2ccc(OC(=O)c3ccccc3)cc2)cc1	-0.9	5	1	1.2	-3.2	-1.2	-1	1	-3	2	-0.4
CCOC(=O)Cc1csc(NC(=O)c2cc(=O)c3ccccc3o2)n1	-1.6	0	-1	2.2	-2.0	1.8	-2	0	-1	-2	0.1
Cc1c(C=O)c2ccccc2n1CC(=O)NCc1ccccc1	-1.2	0	0	0.0	-1.1	-0.9	-2	1	0	-1	-0.6
CCOc1ccc(C)cc1S(=O)(=O)n1ccnc1	-1.3	-3	1	2.2	-1.5	-0.5	3	-1	0	2	0.3
CCN(CC)CCN1C(=O)C2C(C(=O)Nc3ccc(Br)cc3)C3C=CC2(O3)C1C(=O)NC1CCCCC1 (stereo unspecified)	-0.8	-1	-4	-0.5	-1.8	-2.1	3	2	0	-2	-0.3
O=C(NCCSc1c(-c2ccccc2)[nH]c2ccccc12)c1cc2ccccc2oc1=O	-0.7	1	2	-0.2	1.4	0.2	-1	4	3	3	0.2
O=C(Nc1c(Cl)cc(Cl)cc1-c1nc2ccccc2s1)c1ccc(Br)o1	-1.5	-1	-66	-1.4	1.4	4.4	3	-56	-3	1	-0.8
Cc1cc(C)c2nc(-c3ccccn3)cc(C(=O)Nc3ccc(S(=O)(=O)Nc4cc(C)on4)cc3)c2c1	-0.8	-2	-2	0.7	-0.8	1.4	1	6	-1	-3	0.8
CNC(=O)c1ccc(NC(=O)C2CCN(c3ncnc4sc(C)c(C)c34)CC2)cc1	-1.2	-3	-10	-0.7	-2.4	4.0	1	-1	-2	-5	0.6
c1ccc(C(Nc2cccnc2)c2ccccc2)cc1	-0.7	-4	-1	1.1	-1.4	1.1	5	-1	-3	-4	-0.5
Cc1[nH]c(=O)[nH]c(=O)c1S(=O)(=O)N1CCCC(C(=O)NCc2ccc3c(c2)OCO3)C1 (stereo unspecified)	-1.0	3	1	x	-0.4	-2.7	2	3	-3	3	0.4
Cn1c(=O)[nH]c(=O)c2c1nc(Br)n2Cc1ccccc1Cl	-1.1	-5	-1	-1.0	-1.4	-2.9	4	-2	-2	-3	-0.5
Cc1c(O)ccc2c3c(c(=O)oc12)CCC(C)C3 (stereo unspecified)	-1.5	i	i	0.3	-0.3	-1.3	0	i	1	-7	-0.5
